From PubChem
KCNK3 inh = human KCNK3 channel inhibition, primary screen; O14649; CHO-KCNK3 thallium flux, FluxOR fluorescence; hits give low values; B-score at 10 µM; actives 0.84% (n = 340,000); AID 602410;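 active means B-score under library mean minus 4 SD, starting fluorescence ratio at most library mean plus 5 SD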;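 further: more negative B-score means stronger inhibition of thallium flux through KCNK3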
RGS4 block = human RGS4 inhibition. B-score at 10 µM. P49798. actives 0.45% (n = 310,000). HEK293 M3R/RGS4 inducible, Fluo-4 calcium flux; hits give high values; triggered by carbachol at its EC20;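 active means B-score, a plate-corrected calcium signal, over three deviations above library mean, with baseline fluorescence within five deviations of library mean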;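 further: RGS4 expression induced by doxycycline in cells with stable M3 receptor; B-score is computed from the integrated fluorescence ratio over baseline after carbachol; higher B-score means a larger calcium signal and so more RGS4 inhibition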
hERG rescue = hERG (human) protection from proarrhythmic block | CHO-hERG, FluxOR thallium flux, dofetilide IC70 present | Q12809 | activation (rescue from dofetilide block), less the hit threshold, % at 10 µM | actives 0.51% (n = 310,000);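 active means activation above the mean of controls blocked by dofetilide plus 5 SD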;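 further: thallium influx through hERG after potassium depolarization seen as dye fluorescence rise; in these data hits start at about 4.7%; inactives centre near -7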
TMEM16A act = activates or potentiates the mouse TMEM16A chloride channel. Q8BHY3. HEK293 TMEM16A/YFP-H148Q/I152L, iodide quench fluorescence; hits give low values. B-score at 10 µM. actives 0.3% (n = 340,000). AID 623877;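 active means fluorescence-ratio B-score plate-corrected deviation score at least 3 library SD below zero, with starting fluorescence score within 5 deviations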;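 further: channel opened by trigger with iodide after compound preincubation; score built on the fluorescence ratio of max minus min over baseline; more negative score means more quench and so TMEM16A activation or potentiation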
KCNK9 block = blocks the human KCNK9 two-pore domain potassium channel | Q9NPC2 | HEK293 KCNK9, FluxOR thallium flux fluorescence; hits give low values | B-score at 10 µM | actives 1.2% (n = 310,000) | AID 488922;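 active means ratio B-score over 3 SD below the library mean, with starting fluorescence within 5 SD of its mean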;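 further: negative B-score means less thallium flux so channel inhibition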
KCNQ1 block = blocks the human KCNQ1 potassium channel; P51787; CHO-K1 KCNQ1, FluxOR thallium flux fluorescence; hits give high values; AID 2642; B-score at 10 µM; actives 1.3% (n = 310,000);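 active means compounds whose thallium flux B-score, printed positive for inhibition, exceeds three library SD while starting fluorescence stays within three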;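 further: channel opened by potassium depolarization with thallium stimulus after 20 min compound exposure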
Target sequence (P51787 whole entry, looked up): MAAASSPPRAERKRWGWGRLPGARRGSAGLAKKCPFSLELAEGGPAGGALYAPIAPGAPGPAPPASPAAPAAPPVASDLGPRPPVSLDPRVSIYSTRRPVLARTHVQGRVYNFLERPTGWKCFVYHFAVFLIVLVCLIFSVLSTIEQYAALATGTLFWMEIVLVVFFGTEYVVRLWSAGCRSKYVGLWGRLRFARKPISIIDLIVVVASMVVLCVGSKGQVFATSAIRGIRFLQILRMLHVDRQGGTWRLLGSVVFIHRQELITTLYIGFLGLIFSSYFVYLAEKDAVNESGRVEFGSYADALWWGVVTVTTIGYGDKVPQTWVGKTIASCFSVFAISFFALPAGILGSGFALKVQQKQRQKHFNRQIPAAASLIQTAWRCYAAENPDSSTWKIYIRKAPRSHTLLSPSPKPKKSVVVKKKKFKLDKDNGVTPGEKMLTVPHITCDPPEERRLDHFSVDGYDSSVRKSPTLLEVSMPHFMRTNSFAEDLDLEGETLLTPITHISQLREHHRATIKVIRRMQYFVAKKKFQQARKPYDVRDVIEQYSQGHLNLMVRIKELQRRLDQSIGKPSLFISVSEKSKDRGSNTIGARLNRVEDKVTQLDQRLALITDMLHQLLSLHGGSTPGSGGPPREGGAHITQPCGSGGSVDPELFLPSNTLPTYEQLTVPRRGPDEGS
MrgX1 PAM = allosterically activates human MrgX1 receptor signaling; MrgX1-HEK293, Fluo-4 calcium flux, FDSS; hits give high values; B-score at 10 µM; actives 0.63% (n = 310,000); AID 588675;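 active means plate-corrected calcium response at least 3 library SD above typical, normal starting fluorescence, not activating the receptor alone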;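 further: compound read alongside a low EC10 to EC30 dose of BAM8-22 agonist; peak minus trough fluorescence over baseline measured at the second addition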
Target sequence (Q96LB2 whole entry, looked up): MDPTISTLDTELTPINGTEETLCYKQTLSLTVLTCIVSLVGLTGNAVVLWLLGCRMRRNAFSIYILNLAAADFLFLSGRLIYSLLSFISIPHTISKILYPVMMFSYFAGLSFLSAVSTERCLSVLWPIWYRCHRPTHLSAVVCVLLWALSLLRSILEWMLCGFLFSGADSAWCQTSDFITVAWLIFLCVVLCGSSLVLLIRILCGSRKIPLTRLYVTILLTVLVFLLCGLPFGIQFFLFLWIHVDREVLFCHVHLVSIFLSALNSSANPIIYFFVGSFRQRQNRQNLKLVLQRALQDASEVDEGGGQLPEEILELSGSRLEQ
RGS4 pot = potentiators or activators of RGS4. HEK293 M3R/inducible RGS4, carbachol calcium flux Fluo4; hits give low values. B-score at 10 µM. actives 0.92% (n = 310,000);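 active means B-score of the integrated calcium signal more than 4 SD below the library mean, with starting fluorescence not abnormally high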;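 further: negative B-score means reduced calcium response which marks RGS4 activation or potentiation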
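Detection: kinetic calcium fluorescence imaging with Fluo4-AM dye, 2 µM / Material: HEK293 cells with stable M3R and inducible RGS4 / Schedule: recording 10 s baseline at 1 Hz, 100 s post-agonist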
MrgX1 agonist = activates human MrgX1 receptor signaling; Q96LB2; MrgX1-HEK293 cells, Fluo-4 calcium fluorescence, agonist mode; hits give high values; B-score at 10 µM; actives 0.44% (n = 310,000); AID 588627;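 active means calcium response B-score plate-corrected fluorescence ratio at least 3 library SD, with starting fluorescence B-score inside 5 SD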
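Material – MrgX1-expressing HEK293 cells · Input – 15,000 cells seeded per well · Dosing – compound as first of three additions · Times – overnight seeding, then 1 h dark dye loading · Measured by – kinetic Fluo-4 NW fluorescence of intracellular calcium · Read-out – B-scored fluorescence response ratio · Benchmarks – positive and negative control wells on each plate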
KCNQ1 act = human KCNQ1 channel potentiation or activation | P51787 | CHO-K1 KCNQ1, thallium flux FluxOR fluorescence; hits give high values | B-score at 10 µM | actives 0.35% (n = 310,000) | AID 2648;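 active means fluorescence ratio B-score, a plate-corrected score, at least three library SD, with initial intensity B-score within 5 SD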
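Assay system: stable KCNQ1 CHO-K1 line; medium: assay buffer, equal DMSO in all wells; timing: 90 min dye loading and 20 min compound exposure, both at room temperature; technique: kinetic FluxOR thallium fluorescence, 10-s 1-Hz baseline, 110-s post-stimulus read; read-out basis: B score of baseline-normalized fluorescence ratio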
ANO1 block = mouse TMEM16A channel inhibition, primary screen | Q8BHY3 | HEK293 TMEM16A/YFP iodide influx fluorescence, ionomycin | normalized B-score (activity score, 25-100; higher = stronger inhibition) at 10 µM | actives 1.2% (n = 310,000);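 active means ratio plate-corrected score three or more library SD toward inhibition, starting fluorescence score within five deviations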;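 further: score derived from kinetic fluorescence span divided by baseline fluorescence per well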
Starred values were filed as active, the others as inactive; i = inactive; . = no result given.

Compound,KCNK3 inh,RGS4 block,hERG rescue,TMEM16A act,KCNK9 block,KCNQ1 block,MrgX1 PAM,RGS4 pot,MrgX1 agonist,KCNQ1 act,ANO1 block
CCN1C(=O)C(CC(=O)Nc2c(C)cccc2C)Nc2cc(S(=O)(=O)N(C)C)ccc21 (centres undefined),i,i,-11,i,i,i,i,i,i,i,i
O=C(NCc1cn2ccccc2n1)c1ccco1,i,i,-12,i,i,i,i,i,i,i,i
COc1ccccc1/C=C/C=N/N1CCN(Cc2ccccc2)CC1,i,i,-8,i,i,i,i,i,i,i,i
COc1cc(/C=C(/C#N)c2nc3ccccc3[nH]2)ccc1OCc1ccc(C(=O)O)o1,i,i,-13,i,i,i,i,i,i,i,i
CCNS(=O)(=O)c1ccc(CCC(=O)N2CCN(c3cc(Cl)ccc3C)CC2)cc1,i,i,-7,i,i,i,i,i,i,i,i
Cc1cc(C)c2cc(CN(CCO)Cc3nnnn3Cc3ccccc3)c(=O)[nH]c2c1,i,i,-2,i,i,i,i,i,i,i,i
Cc1nc(C)n(CCNS(=O)(=O)c2ccc(C)c(C)c2)n1,i,i,-2,i,i,i,i,i,i,i,i
Cc1nn(C2CCS(=O)(=O)C2)c(C)c1C=O (centres undefined),i,i,-4,i,i,i,i,i,i,i,i
COC(=O)c1ccc(NC(=O)c2c(Br)cnn2C)cc1,i,i,-4,i,i,i,i,i,i,i,i
Cc1nn(CCOc2ccc(Br)cc2)c(C)c1[N+](=O)[O-],i,i,-8,i,i,i,i,i,i,i,i
O=C(c1ccc(N2C(=O)C3C4CC(C(Br)C4Br)C3C2=O)cc1)N1CCCCC1 (centres undefined),i,i,-5,i,i,i,.,i,.,i,.
COCCN(C(=O)CCC(=O)Nc1ccccn1)C(C(=O)NCCC(C)C)c1ccc(OC)cc1 (centres undefined),i,i,-12,i,i,i,i,i,i,i,i
O=C(Nc1ccc(OCC(=O)N2CCOCC2)cc1)c1cc(F)c(F)cc1Cl,i,i,-9,i,i,i,i,i,i,i,i
OCCC1CN(Cc2cc3c(cc2Cl)OCO3)CCN1C1CCCC1 (centres undefined),i,i,-10,i,i,i,i,i,i,i,i
CN1/C(=C\C=C(/C#N)C(=O)Nc2ccccc2F)C(C)(C)c2ccccc21,i,i,-3,i,i,i,i,i,i,i,i
CC(C)c1ccccc1NC(=S)N1CCN(Cc2ccc3c(c2)OCO3)CC1,i,i,-11,i,i,i,i,i,i,i,i
CC1CCCCN1C(=O)NC12CC3CC(CC(C3)C1)C2 (centres undefined),i,i,-6,i,i,i,i,i,i,i,i
Cc1ccccc1NC(=O)c1ccc(S(=O)(=O)C(F)F)cc1,i,i,3,i,i,i,i,i,i,i,i
COC(=O)C1C(c2ccc(OC)cc2)C(C(=O)OC)S(=O)(=O)C(CCN2CCCCC2)S1(=O)=O (centres undefined),i,i,-1,i,i,i,i,i,i,i,i
CCC(C)(C)n1nnnc1CN1CCN(c2nc3cc(OC)ccc3cc2C#N)CC1,i,i,4,i,i,i,i,i,i,i,i
COc1ccc(Nc2c3c(nc4c(-c5ccccc5)c(C)nn24)CCC3)cc1,i,i,-4,i,i,i,i,i,i,i,i
Cc1ccc(C(=O)NN2C(=O)/C(=C/c3cn(C)c4ccccc34)SC2=S)cc1,i,.,.,i,.,.,i,.,i,.,i
O=C1Cc2ccccc2C(=O)N1OCc1ccc(Cl)cc1Cl,i,i,-6,i,i,i,i,i,i,i,i
CCOC(=O)N1CCN(c2cc(N)c([N+](=O)[O-])cc2F)CC1,i,i,-9,i,i,i,i,i,i,i,i
O=C(NCc1cccnc1)c1ccc(COc2ccc(Cl)cc2Cl)o1,i,i,-4,i,i,i,i,i,i,i,i
O=C(CSc1nc(-c2ccco2)cc(C(F)(F)F)n1)NCc1cccs1,i,i,-7,i,i,i,i,i,i,i,i
CCOC(=O)c1sc2ccccc2c1OC(=O)c1ccccc1,i,i,-2,i,i,i,i,i,i,i,i
CCC(=O)Nc1cccc(NC(=S)NC(=O)c2cccs2)c1,i,i,-9,i,i,i,i,i,i,i,i
CCC(C)[C@H](NC(=O)NCCCN1CCOCC1)C(=O)OC (some centres undefined),i,i,-9,i,i,i,i,i,i,i,i
COc1cc(/C=C2/C(=N)N3N=C(C)SC3=NC2=O)ccc1OS(=O)(=O)c1ccc(C)cc1,i,i,-5,i,i,i,i,i,i,i,i
CCCC(=O)Nc1cccc(NC(=O)c2ccc3c(c2)OCCO3)c1,i,i,-3,i,i,i,i,i,i,i,i
CCCCNC(=O)CNC(=O)c1nn(-c2ccc(OC)cc2)c(=O)c2ccccc12,i,i,-8,i,i,i,i,i,i,i,i
CCN(CC)c1ccc(C=NCCc2ccc(S(N)(=O)=O)cc2)cc1,i,i,0,i,i,i,i,i,i,i,i
CC1=C(C(=O)OCc2ccccc2)C(c2ccccc2Cl)NC(=O)N1C (centres undefined),i,i,-8,i,i,i,i,i,i,i,i
CC(C)(C)c1nc2c(C#N)c(-c3ccc(Cl)cc3)ccn2n1,i,i,-3,i,i,i,i,i,i,i,i
CN(Cc1cccc2cnccc12)C(=O)c1cc(COc2ccc(F)cc2Cl)on1,i,i,-12,i,i,i,i,i,i,i,i
CC(=O)Nc1ccc(S(=O)(=O)/N=C2\C(=O)c3ccccc3C([O-])=C2n2cc[n+](-c3ccccn3)c2)cc1,i,i,-9,i,i,i,i,i,i,i,i
COc1cc2c(cc1OC)CN(C(=O)c1sc(-c3cnccn3)nc1C)CC2,i,i,-8,i,i,i,i,i,i,i,i
Cc1cc(C(=O)CN2C(=O)c3ccccc3S2(=O)=O)c(C)n1CC1CCCO1 (centres undefined),i,i,4,i,i,i,i,i,i,i,i
O=C(CSCc1ccccc1Cl)N/N=C/c1ccco1,i,i,-11,i,i,i,i,i,i,i,i
O=C(CN1C(=O)c2cccc([N+](=O)[O-])c2C1=O)NCc1ccccc1,i,i,-8,i,i,i,i,i,i,i,i
CCOC(=O)c1c(NC(=O)CSC2=NN3CCCC(=O)N=C3S2)sc2c1CCCCC2,i,i,-5,i,i,i,i,i,i,i,i
CCCN1C(=O)SC(CC(=O)Nc2ccccc2C)C1=O (centres undefined),i,i,-6,i,i,i,i,i,i,i,i
COC(=O)C1=C(C)NC(=O)NC1c1ccc2c(c1)OCO2 (centres undefined),i,i,-10,i,i,i,i,i,i,i,i
COc1ccc(-n2cc(CNC(C)c3ccncn3)c(-c3cccc(F)c3)n2)cc1 (centres undefined),i,i,-7,i,i,i,i,i,i,i,i
Cc1ccc(NC(=O)CN(C)C(=O)Cn2ccsc2=N)cc1,i,i,3,i,i,i,i,i,i,i,i
O=C(O)Cc1ccc(Oc2ncc(C(F)(F)F)cc2Cl)cc1,i,i,-10,i,i,i,i,i,i,i,i
NS(=O)(=O)c1ccc(NC(NC(=O)c2cccnc2)C(Cl)(Cl)Cl)cc1 (centres undefined),i,i,-6,i,i,i,i,i,i,i,i
O=C(CC1CCCCC1)NCc1ccco1,i,i,-13,i,i,i,i,i,i,i,i
CC(c1n[nH]c(=S)n1-c1ccc(F)cc1)N1CCCCC1 (centres undefined),i,i,-10,i,i,i,i,i,i,i,i
COC(=O)C1CSC2c3ccccc3C(=O)N12 (centres undefined),i,i,-8,i,i,i,i,i,i,i,i
Cc1ccc(NC(=O)Cn2nnc(-c3ccccc3-n3cnnn3)n2)c(C)c1,i,i,-4,i,i,i,i,i,i,i,i
CC1CCN(C(=O)Cn2c3ccccc3c3nc4n(c(=O)c32)CCS4)CC1,i,i,-8,i,i,i,i,i,i,i,i
CCOC(=O)c1[nH]c(C)c(/C(O)=C2\C(=O)C(=O)N(CCCN3CCOCC3)C2c2cccs2)c1C (centres undefined),i,i,-9,i,i,i,i,i,i,i,i
CCNC(=S)Nc1ccc(N(c2ccccc2)C(C)C)cc1,i,i,-10,i,i,i,i,i,i,i,i
CCCc1cc(C(=O)Nc2cc(C)on2)no1,i,i,-8,i,i,i,i,i,i,i,i

Other entries
Compound,KCNK3 inh,RGS4 block,hERG rescue,TMEM16A act,KCNK9 block,KCNQ1 block,MrgX1 PAM,RGS4 pot,MrgX1 agonist,KCNQ1 act,ANO1 block
C=CCn1c(SCc2ccc(C#N)cc2)nnc1-c1cccc(Cl)c1,i,i,-16,i,i,i,i,i,i,i,i
COC(=O)CNC(=O)c1ccc(F)cc1,i,i,-7,i,i,i,i,i,i,i,i
COC(=O)NC(=C(Cl)Cl)S(=O)(=O)c1ccccc1,i,.,.,i,.,.,i,.,i,.,i
Cn1c(=O)[nH]c(=O)c2c1nc(SCCO)n2CCCc1ccccc1,i,i,-6,i,i,i,i,i,i,i,i
c1ccc(COc2ccc(OCCCCN3CCCCC3)cc2)cc1,i,i,-14,i,i,i,i,-10*,i,i,i
Cc1cccc(Nc2nc(N)c([N+](=O)[O-])c(NCc3ccccc3)n2)c1,i,i,-8,i,i,7*,i,i,i,i,i
CCOC(=O)N1CCC(NS(=O)(=O)c2cc(Br)cc3c2N(C(=O)CC)CC3)CC1,i,i,-10,i,i,i,i,i,i,i,i
O=C(NNC(=O)c1ccccc1Br)c1ccc2nc[nH]c2c1,i,i,-8,i,i,i,i,i,i,i,i
Cc1cc(=O)[nH]c(N/N=C/c2ccc(Cl)cc2Cl)n1,i,i,-7,i,i,i,i,i,i,i,i
CC1CCCN(Cc2nc3c(c(=O)n(C)c(=O)n3C)n2CC(=O)c2ccccc2)C1 (centres undefined),i,i,-13,i,i,i,i,i,i,i,i
CCCC(=O)Nc1cc(-c2nnc(OC)c3ccccc23)ccc1N1CCCCC1,.,i,-6,.,i,i,i,i,i,i,i
CS(=O)(=O)N(CC(=O)NC1CCCC1)c1ccc2c(c1)OCCO2,i,i,-7,i,i,i,i,i,i,i,i
